Assay outcomes as filed in PubChem.
CaV13 ICDI inh = Disruptors of the CACNA1D IQ motif to Ca2+-dependent inactivation inhibitor domain association, primary screening, Förster resonance energy transfer in intact living …; inhibition, % at 12.3 µM; HEK cells, CFP/YFP FRET ICDI-IQ, plate reader, 10 min; percent FRET-ratio fall versus neutral wells; 0.098% of 340,000 active;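 active = mean replicate inhibition of at least 30% and at least 1% of replicates passing that level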;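 note: 0% = median of the neutral control wells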
HIF-2a block = inhibitors of HIF-2a | AID 624352 | 786-0 RCC cells HIF-2a reporter, luciferase luminescence, overnight | inhibition, % at 18.8 µM | 0.72% of 360,000 active;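 active = inhibition of the luminescence signal of 40% or more relative to plate controls, in a single-dose primary screen at 18.75 µM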
PDI inh = PDI (human) enzyme inhibition; 0.052% of 350,000 active; PDI insulin aggregation turbidity, A650, 90 min; inhibition, % at 10 µM;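 active = mean inhibition across replicates of 30% or more, whatever share of single replicates reach that level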;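 note: absorbance from insulin aggregation driven by PDI reduction with DTT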
Target sequence (P07237 whole entry, looked up): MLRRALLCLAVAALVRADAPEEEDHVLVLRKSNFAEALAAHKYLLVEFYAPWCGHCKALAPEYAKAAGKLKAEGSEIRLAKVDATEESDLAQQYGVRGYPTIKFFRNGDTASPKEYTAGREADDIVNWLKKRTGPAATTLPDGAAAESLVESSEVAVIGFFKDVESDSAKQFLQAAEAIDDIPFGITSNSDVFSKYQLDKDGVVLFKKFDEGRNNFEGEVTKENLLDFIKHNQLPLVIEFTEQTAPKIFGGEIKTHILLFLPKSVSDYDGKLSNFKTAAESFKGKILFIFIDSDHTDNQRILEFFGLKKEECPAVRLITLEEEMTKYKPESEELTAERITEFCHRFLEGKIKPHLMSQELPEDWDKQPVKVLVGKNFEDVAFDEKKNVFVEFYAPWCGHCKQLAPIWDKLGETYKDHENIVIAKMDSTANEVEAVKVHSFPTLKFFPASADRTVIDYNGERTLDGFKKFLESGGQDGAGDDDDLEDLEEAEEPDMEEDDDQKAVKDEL
HTR2A ag = mouse HTR2A agonism via beta-arrestin recruitment; P35363; CHO-K1 mHTR2A beta-arrestin complementation, luminescence; percent of 30 µM serotonin response; activation, % at 7.6 µM; 0.66% of 360,000 active; AID 624169;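 active = activation above a run cutoff, the mean activation of all tested compounds plus 3 SD, cut at about 14% in these data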;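 note: 0% = plate median of compound wells and 100% = 30 µM serotonin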
hiPSC survival = hiPSC single-cell survival enhancement. ATPlite luminescence; 100% = ROCK inhibitor wells, 0% = DMSO. 0.044% of 360,000 active. survival enhancement, % at 20 µM; in the data active = survival enhancement above about 18%;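 note: cells exposed to compounds for 16 hours before the ATP read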
Shn3 3UTR inh = inhibitors of Schnurri-3 3'UTR reporter in osteoblasts; Clone20 osteoblast Shn3 3'UTR firefly luciferase, 24 h; inhibition, % at 12.5 µM; 0.52% of 360,000 active; AID 588674;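 active = mean inhibition of at least 75% with every replicate also reaching 75%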;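 note: 0% = median of neutral control wells and 100% = pilot-screen positive control compound; some compounds past the cut are filed as inactive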
Peg3 promoter = inhibitors of Peg3 promoter | HeLa PEG-Prom luciferase reporter, luminescence, overnight | inhibition, % at 20 µM | 1.7% of 360,000 active | AID 588405;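 active = inhibition of at least 50% at 20 µM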
NR2E3 ag-1 = NR2E3 (human) agonism | Q9Y5X4 | GST-NR2E3/biotin-RetCOR TR-FRET, 1536-well | inhibition of corepressor binding, % at 4.78 µM | 0.12% of 320,000 active | AID 2300;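 active = percent inhibition above the cutoff of mean plus 3 SD of all tested compounds, set per screening campaign, cut at about 20% in these data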;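 note: 0% = DMSO wells and 100% = biotin wells as full block of FRET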
Target sequence (Q9Y5X4 whole entry, looked up): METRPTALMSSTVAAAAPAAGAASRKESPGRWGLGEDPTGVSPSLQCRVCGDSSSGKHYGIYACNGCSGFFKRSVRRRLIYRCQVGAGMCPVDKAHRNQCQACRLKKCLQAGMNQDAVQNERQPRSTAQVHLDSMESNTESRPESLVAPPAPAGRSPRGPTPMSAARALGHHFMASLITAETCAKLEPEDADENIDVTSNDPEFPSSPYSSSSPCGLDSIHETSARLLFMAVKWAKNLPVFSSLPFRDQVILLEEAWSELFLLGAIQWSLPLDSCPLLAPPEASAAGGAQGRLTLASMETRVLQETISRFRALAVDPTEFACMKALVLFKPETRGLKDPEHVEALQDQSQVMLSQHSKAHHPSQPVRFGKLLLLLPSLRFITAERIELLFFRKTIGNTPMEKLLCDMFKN
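Material: NR2E3–RetCOR corepressor complex / Amount: 1.35 nM GST-NR2E3 / Medium: Tris pH 7.5 / Compound: single nominal compound dose of 4.8 µM / Incubation: 5 h at 4 °C / Technique: TR-FRET, Eu(K)-anti-GST donor, streptavidin-D2 acceptor, ex 340, em 617/671 nm / Read-out basis: percent loss of FRET ratio relative to control wells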
MITF TRPM1 inh = reduces MITF-dependent TRPM1 promoter luciferase signal; 0.83% of 330,000 active; AID 488899; SK-MEL-5 TRPM1 promoter luciferase, 24 h; inhibition, % at 12.5 µM;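 active = mean inhibition across replicates of 60% or more, whatever share of single replicates reaches that level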; note: values of inactives mirror those of a sister screen read the other way
H9c2 protect = protects H9c2 cardiomyocytes from peroxide injury; H2O2 injury protection, ATPLite, 2 h; protection from H2O2 cell death, % at 20 µM; 0.63% of 360,000 active; AID 588492;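 active = compounds giving at least 50% protection of heart cells from peroxide-induced death in the single-dose screen, raw or plate-pattern-corrected value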;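 note: 0% = DMSO wells with peroxide and 100% = DMSO wells without peroxide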
NR2E3 ag-2 = human photoreceptor-specific nuclear receptor agonism; Q9Y5X4; CHO-S Gal4-NCOR/VP16-NR2E3 two-hybrid, luciferase; inhibition of corepressor binding, % at 3.98 µM; 0.35% of 360,000 active; AID 602229;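 active = inhibition above the mean of all tested compounds plus 3 SD, cut at about 70% in these data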;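 note: 0% = DMSO with NR2E3 transfected cells and 100% = cells lacking NR2E3 construct; higher means lower luciferase signal from less NR2E3 corepressor binding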
Starred values were filed as active, the others as inactive; nt = not tested or not shown.

Every second line gives: CaV13 ICDI inh	HIF-2a block	PDI inh	HTR2A ag	hiPSC survival	Shn3 3UTR inh	Peg3 promoter	NR2E3 ag-1	MITF TRPM1 inh	H9c2 protect	NR2E3 ag-2
#1 CCCCCCc1cc2cc(C(=O)NCc3ccccc3)c(=N)oc2cc1O
 : 13	4	-4	0	0.5	56	22	2	5	-17	-10
#2 Cc1cccc(C)c1-n1c(C)nn(-c2ncc(C(F)(F)F)cc2Cl)c1=O
 : 6	11	3	0	0.3	-5	2	-1	11	0	4
#3 CSc1nc(C)cc(OCC#N)n1
 : -5	10	-2	3	0.7	-6	-2	-2	1	2	4
#4 COc1cccc(NC(=O)C2C3C=CC4(O3)C2C(=O)N(CCN2CCCCC2)C4C(=O)NC2CCCCC2C)c1 (stereo not given)
 : -4	6	7	-3	-0.2	-27	-15	2	-8	4	11
#5 O=C(Nc1ccc(O)cc1)c1cc2ccccc2c(=O)s1
 : -5	-275	0	-4	3.0	-45	-350	5	-101	3	-25
#6 Cc1cc2nc(/C(C#N)=C\c3ccc(-c4ccccc4C(=O)O)o3)[nH]c2cc1C
 : -59	-6	-2	8	-0.2	-8	-3	3	-9	1	2
#7 C=CCn1cc(C(=O)N2CCc3ccccc3C2)c(=O)c2cc(S(=O)(=O)N(CC)CC)ccc21
 : -2	32	2	3	-0.8	19	12	-1	5	-1	3
#8 Cc1onc(-c2ccccc2)c1C(=O)NC(CC(=O)O)c1ccc(OC(C)C)cc1 (stereo not given)
 : nt	7	3	-4	-0.9	-1	10	4	5	0	-8
#9 COc1ccc(N2CC(C(=O)Nc3ncccc3C)CC2=O)cc1 (stereo not given)
 : 1	4	-3	5	0.0	10	14	-1	7	7	-11
#10 COC(=O)CSc1nnc(C)n1-c1cccc(C#N)c1
 : -7	18	1	-1	3.9	-14	12	-1	-3	-2	-4

Every second line gives: CaV13 ICDI inh	HIF-2a block	PDI inh	HTR2A ag	hiPSC survival	Shn3 3UTR inh	Peg3 promoter	NR2E3 ag-1	MITF TRPM1 inh	H9c2 protect	NR2E3 ag-2
#11 O=c1nc(N2CCOCC2)ccn1-c1nc(-c2ccccc2)oc1-c1ccccc1
 : -7	20	4	1	5.6	10	10	-1	20	-4	-13
#12 CSc1ncccc1C(=O)OCC(=O)NC1CCCCC1
 : -16	-2	1	0	-0.7	-14	-13	5	-10	0	16
#13 O=C(Nc1ccc2c(c1)C(=O)NC2=O)c1ccc(S(=O)(=O)N2CCCC2)cc1
 : -7	2	0	-3	3.0	1	-3	1	-2	3	-35
#14 COC(=O)CCC(=O)OC1(C)C(=O)C=C2C=C(C3CC3)N(Cc3ccc4c(c3)OCO4)C=C2C1=O (stereo not given)
 : -11	12	-1	-1	-0.7	-1	-17	7	15	10	-25
#15 S=C(NN=C1CCCCCC1)Nc1ccc(Cl)cc1
 : -9	-92	-4	-1	-1.8	-12	-69	-1	-19	-2	-33
#16 CC(C)n1c(=S)[nH]c2cc(C(F)(F)F)ccc21
 : -19	18	0	1	-0.6	-12	14	-2	4	1	8
#17 C[C@]12CCC3c4ccc(OCC(=O)O)cc4CCC3C1CCC2=O (stereo not given in full)
 : -2	17	9	-2	-0.7	-8	0	-2	-3	7	-1
#18 CCN(CC)c1ccc(C(=O)OCC(=O)NC(C)(C)C)cc1
 : -2	-4	-2	-2	0.2	-7	6	1	7	-2	-5
#19 O=C(c1cc(-c2ccc(Cl)cc2)nc2ccccc12)N1CCOCC1
 : -5	-21	-8	0	0.1	-1	-20	3	-10	1	-4
#20 Cc1ccc(S(=O)(=O)N(CC(=O)Nc2ccccc2C(=O)O)c2cccc(Cl)c2C)cc1
 : -16	0	-7	1	-1.9	9	3	0	-11	-8	90*

An excerpt of these results, with one line to a screen.
12: CSc1ncccc1C(=O)OCC(=O)NC1CCCCC1
13: O=C(Nc1ccc2c(c1)C(=O)NC2=O)c1ccc(S(=O)(=O)N2CCCC2)cc1
14: COC(=O)CCC(=O)OC1(C)C(=O)C=C2C=C(C3CC3)N(Cc3ccc4c(c3)OCO4)C=C2C1=O (stereo not given)
15: S=C(NN=C1CCCCCC1)Nc1ccc(Cl)cc1
16: CC(C)n1c(=S)[nH]c2cc(C(F)(F)F)ccc21
17: C[C@]12CCC3c4ccc(OCC(=O)O)cc4CCC3C1CCC2=O (stereo not given in full)
18: CCN(CC)c1ccc(C(=O)OCC(=O)NC(C)(C)C)cc1
19: O=C(c1cc(-c2ccc(Cl)cc2)nc2ccccc12)N1CCOCC1
compound no.,12,13,14,15,16,17,18,19
CaV13 ICDI inh,-16,-7,-11,-9,-19,-2,-2,-5
HIF-2a block,-2,2,12,-92,18,17,-4,-21
PDI inh,1,0,-1,-4,0,9,-2,-8
HTR2A ag,0,-3,-1,-1,1,-2,-2,0
hiPSC survival,-0.7,3.0,-0.7,-1.8,-0.6,-0.7,0.2,0.1
Shn3 3UTR inh,-14,1,-1,-12,-12,-8,-7,-1
Peg3 promoter,-13,-3,-17,-69,14,0,6,-20
NR2E3 ag-1,5,1,7,-1,-2,-2,1,3
MITF TRPM1 inh,-10,-2,15,-19,4,-3,7,-10
H9c2 protect,0,3,10,-2,1,7,-2,1
NR2E3 ag-2,16,-35,-25,-33,8,-1,-5,-4

20: Cc1ccc(S(=O)(=O)N(CC(=O)Nc2ccccc2C(=O)O)c2cccc(Cl)c2C)cc1
compound no.,20
CaV13 ICDI inh,-16
HIF-2a block,0
PDI inh,-7
HTR2A ag,1
hiPSC survival,-1.9
Shn3 3UTR inh,9
Peg3 promoter,3
NR2E3 ag-1,0
MITF TRPM1 inh,-11
H9c2 protect,-8
NR2E3 ag-2,90*

Next section
Every second line gives: CaV13 ICDI inh	HIF-2a block	PDI inh	HTR2A ag	hiPSC survival	Shn3 3UTR inh	Peg3 promoter	NR2E3 ag-1	MITF TRPM1 inh	H9c2 protect	NR2E3 ag-2
#21 O=C(C[C@H]1C[C@H](C(=O)N2CCOCC2)[C@@]2(CCC3CCCC3)c3[nH]c4ccc(Cl)cc4c3CCN2C1=O)NCCCn1ccnc1
 : -7	-24	16	9	-2.1	-8	25	nt	34	-10	0
#22 CCCS(=O)(=O)NC(=O)C1(C)CCCN(C(=O)c2ccc(F)c(Cl)c2)C1 (stereo not given)
 : -10	4	10	1	3.0	12	12	nt	nt	1	8
#23 C=C(C)C(=O)Nc1cccc(C2=NOC3(C2)C[C@@H](C(N)=O)N(C(=O)c2cc([N+](=O)[O-])cc([N+](=O)[O-])c2C)C3)c1 (stereo not given in full)
 : -13	13	-1	-3	-1.9	16	-11	6	8	0	-7
#24 COc1ccc(C(=O)Nc2ccccc2C(=O)NCc2cccnc2)cc1
 : -3	-4	-7	1	0.3	11	8	0	-4	5	-16
#25 Cc1ccc2oc3c(SCc4nc5ccccc5[nH]4)nc(C)nc3c2c1
 : -11	-45	6	-4	1.2	2	-12	nt	-6	7	-21
#26 CCSc1nnc(NC(=O)CCCOc2ccc(C)cc2)s1
 : -6	3	0	4	-1.9	-3	1	19	4	-8	32
#27 Cc1ccc(Nc2nc(N/N=C/c3c[nH]c4ccccc34)nc(N3CCOCC3)n2)cc1
 : -5	-79	-3	-6	-3.4	57	14	0	-29	26	52
#28 O=C(Nc1ccc(Cl)cc1)Nc1ccon1
 : -3	-112	11	0	-0.4	-3	-78	-3	6	-5	-32
#29 Cc1cc(C)c2c(N)c(C(=O)Nc3cccc(C)c3C)sc2n1
 : -3	-86	2	0	-0.6	-6	-51	-2	6	14	-78
#30 CCN(CC)C(=N)N1c2ccccc2CCC1C (stereo not given)
 : -3	11	3	2	0.4	8	3	1	12	2	8

Every second line gives: CaV13 ICDI inh	HIF-2a block	PDI inh	HTR2A ag	hiPSC survival	Shn3 3UTR inh	Peg3 promoter	NR2E3 ag-1	MITF TRPM1 inh	H9c2 protect	NR2E3 ag-2
#31 O=C(OC1CCOC1=O)c1cc(-c2ccc(Cl)cc2)nc2ccccc12 (stereo not given)
 : -8	-17	-4	-4	-0.8	7	4	2	5	-2	-1
#32 Cc1cc(NS(=O)(=O)c2ccc(NC(=O)CCCOc3ccccc3C)cc2)no1
 : -5	19	3	-4	-0.6	4	-3	1	-2	-1	11
#33 COC(=O)c1ccc(/C=C2/SC(=S)N(CCCC(=O)Nc3ccccn3)C2=O)cc1
 : -6	40	5	-3	-1.3	10	-5	1	-2	1	4
#34 O=C(Cc1nnc(NC(=O)Nc2ccc(Cl)cc2)s1)NCc1ccccc1
 : -5	2	-6	5	2.0	-5	0	0	10	-6	23
#35 CC(C)c1ccc(S(=O)(=O)N2CCN(C(=O)CCNS(=O)(=O)c3ccccc3F)CC2)cc1
 : -6	10	7	8	0.1	-2	11	-3	-9	8	-16
#36 CCc1nccn1S(=O)(=O)c1ccc2ccccc2c1
 : -5	13	2	0	-0.3	5	21	0	10	-6	-18
#37 CC(C)Oc1ccc(CCC(=O)NNC(=O)c2ccccc2C(=O)O)cc1
 : -5	21	0	-3	-0.6	-16	5	-1	-6	-2	-21
#38 COc1ccccc1S(=O)(=O)Nc1ccc2nc(C)sc2c1
 : -4	12	3	7	-0.5	10	2	nt	4	-5	11
#39 N#Cc1cn(Cc2ccncc2)c(=O)[nH]c1=O
 : 0	7	-1	5	-0.7	-26	-1	5	-2	0	-9
#40 CCCCNc1c(-c2cccc(-c3ccc(OC)cc3)c2)nc2ccc(C)cn12
 : -5	-163	-4	12	1.9	81	69*	-2	-3	-20	22

Every second line gives: CaV13 ICDI inh	HIF-2a block	PDI inh	HTR2A ag	hiPSC survival	Shn3 3UTR inh	Peg3 promoter	NR2E3 ag-1	MITF TRPM1 inh	H9c2 protect	NR2E3 ag-2
#41 Cc1cc(C)n(CCNC(=O)c2ccc3c(c2)OCO3)n1
 : -3	-35	-3	-2	0.9	-8	-21	4	-11	-3	-14
#42 CCCCSc1nnc2[nH]c(=O)cc(N)n12
 : -9	2	1	-1	-1.2	-44	16	-1	-1	-2	-20
#43 CC(C)OC(=O)C(C#N)c1nc2ccccc2nc1N1CCN(Cc2ccccc2)CC1 (stereo not given)
 : nt	4	5	-4	-0.6	3	4	3	-5	-19	-25
#44 O=C(CCn1cccc1)Nc1cc(F)ccc1F
 : nt	-2	12	2	-1.3	-14	-4	5	-6	2	-17
